# Screening data (PubChem BioAssay)
# PTAP TSG101 blk = blocks PTAP/TSG101 interaction to inhibit HIV-1 budding; Q99816; Fluorescence polarization, FITC-PTAP peptide / Tsg101 binding; Potency, µM (titrated, usually from 115 µM), for inactives: at the highest dose activity change, negative = inhibition, usual class: inhibitors; 340,000 tested, under 10 active; active = well fitted inhibition curve with a large enough effect in the main read-out, with a control signal flat, not every such curve was filed as active; inconclusive = small, poorly fitted or top-dose-only effect, or effect the other way, or a change in a side signal; inactive = no such curve, though single readings can be large or run the other way; note: potency is the fitted concentration of half-maximal effect; % of control where 0% means no effect
# Target sequence (Q99816 whole entry, looked up): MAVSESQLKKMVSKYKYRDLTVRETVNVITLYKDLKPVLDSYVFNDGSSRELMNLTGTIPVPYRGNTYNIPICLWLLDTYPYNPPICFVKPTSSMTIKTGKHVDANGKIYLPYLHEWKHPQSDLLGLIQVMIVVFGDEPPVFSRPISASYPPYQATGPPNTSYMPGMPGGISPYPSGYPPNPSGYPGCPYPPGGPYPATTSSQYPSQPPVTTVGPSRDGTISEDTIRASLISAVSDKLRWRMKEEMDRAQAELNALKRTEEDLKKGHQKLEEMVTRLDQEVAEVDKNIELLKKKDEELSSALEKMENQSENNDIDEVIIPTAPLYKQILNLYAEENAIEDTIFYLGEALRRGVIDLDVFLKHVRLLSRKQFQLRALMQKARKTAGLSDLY
#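 Compounds were pin-transferred onto Tsg101 binding domain (10 uM final) in HEPES pH 7.5 buffer, then FITC-PTAP peptide was added at 50 nM final. After 20 min at RT, polarization reported peptide displacement across a qHTS concentration series.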
# USP2a inh = inhibitors of human ubiquitin-specific protease USP2a; 330,000 tested, 0.01% active; O75604; AID 463254; Potency, µM (top dose mostly 38.3 µM), for the others: at the top dose activity change, negative = inhibition, most hits filed as inhibitors; USP2 core, Ub-CHOP2 coupled fluorogenic reporter, 485/531;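 note: potency is the fitted concentration of half-maximal effect; plate controls were DMSO wells for no effect and full inhibition by NEM control for full effect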
#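 Deubiquitinase activity read as fluorescence (485/531 nm) after Ub-CHOP2 cleavage activates the enterokinase reporter on its substrate; USP2 core 10nM, Ub-CHOP2 and substrate 25nM each, 30min compound preincubation then 60min RT; data normalized to NEM, curves fitted.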
# Eya2 phos inh = Eya2 (human) phosphatase inhibition; recombinant Eya2, OMFP fluorescence dephosphorylation (OMFP is methylfluorescein phosphate); Potency, µM (highest dose often 76.9 µM), for the others: at the highest dose activity, negative = inhibition, most hits filed as inhibitors; 330,000 tested, 0.006% active; AID 488837; note: potency is the fitted concentration of half-maximal effect; % is set by controls: 0 for no effect and ±100 for the full control effect
#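 Eya2 (0.2 uM) preincubated 10 min at ambient with compound, then OMFP substrate added at 50 uM; 10 min reaction in 50 mM HEPES pH 7.5, 50 mM NaCl, 5 uM MgCl2, 0.05% BSA, 1 mM DTT. Fluorescence read at Ex 485/Em 525 nm.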
# BCR signal inh = blocks chronic active B-cell receptor signaling | AID 493014 | 340,000 tested, 0.05% active | ABC-DLBCL IkBa-CBG/CBR reporter, luminescence ratio, 4 h | Potency, µM (titrated, usually from 46.1 µM), for the others: top-dose ratio change, negative = lower green/red ratio, usual class: inhibitors; active = well fitted inhibition curve with a large enough effect in the signal ratio, with a control signal flat, not every such curve was filed as active; inconclusive = small, poorly fitted or top-dose-only effect, or effect the other way, or a change in a side signal; the % refers to the signal ratio;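 note: potency is the fitted concentration of half-maximal effect; plate controls were basal doxycycline-induced cells for no effect and cells given 10 µM MG132 for full effect; MG132 reads +100%, hits lower the ratio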
#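 Concentration-response series (up to 46 uM) were applied to TMD8 dual-reporter cells for 4 h at 37C with doxycycline. Green/red ratio, after filter-overlap correction, defined %Activity; red signal alone was normalised to basal cells and zero luminescence.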
# TSHR antagonist = antagonists of human thyroid stimulating hormone receptor | P16473 | TSHR-expressing cells, TSH-stimulated cAMP HTRF, 2 h; stronger effect = lower value | 330,000 tested, 0.2% active | activity change, negative = inhibition, % at 11.5 µM;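 active = activity change below a set negative limit, meaning inhibition stronger than a set level, cut at about -70% in these data; inconclusive = activity change between two set negative limits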; note: % is set by controls: 0 for no effect and ±100 for the full control effect
# Target sequence (P16473 whole entry, looked up): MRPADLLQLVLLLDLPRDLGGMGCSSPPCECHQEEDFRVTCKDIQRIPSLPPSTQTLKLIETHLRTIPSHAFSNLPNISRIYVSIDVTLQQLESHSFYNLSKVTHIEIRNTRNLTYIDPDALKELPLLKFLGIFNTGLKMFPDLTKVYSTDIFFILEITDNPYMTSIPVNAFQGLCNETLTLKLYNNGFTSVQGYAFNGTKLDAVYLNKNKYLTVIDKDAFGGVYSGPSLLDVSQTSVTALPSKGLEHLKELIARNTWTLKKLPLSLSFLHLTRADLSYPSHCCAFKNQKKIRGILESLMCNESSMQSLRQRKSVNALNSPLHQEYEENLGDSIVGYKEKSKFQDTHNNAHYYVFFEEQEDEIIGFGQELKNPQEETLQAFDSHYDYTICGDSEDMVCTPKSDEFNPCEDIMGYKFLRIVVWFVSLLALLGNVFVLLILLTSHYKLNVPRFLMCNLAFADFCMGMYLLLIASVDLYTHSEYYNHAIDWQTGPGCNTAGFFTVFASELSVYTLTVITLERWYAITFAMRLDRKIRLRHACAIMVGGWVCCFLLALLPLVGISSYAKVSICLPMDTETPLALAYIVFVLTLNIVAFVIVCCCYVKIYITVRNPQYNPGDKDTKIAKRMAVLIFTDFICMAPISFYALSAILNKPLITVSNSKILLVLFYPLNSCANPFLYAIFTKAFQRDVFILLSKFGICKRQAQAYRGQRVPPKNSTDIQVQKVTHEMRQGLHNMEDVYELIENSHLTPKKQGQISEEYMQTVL
#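 Cell-based HTRF cAMP assay; TSHR cells + compound, TSH EC80 (4nM final), 2 h, 37 deg C. Lysis with anti-cAMP cryptate and cAMP-d2, 30 min RT, read 665/620 nm.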
# Tb PFK block = T. brucei PFK enzyme inhibition. 330,000 tested, 0.17% active. AID 485367. Potency, µM (series often up to 57.5 µM), for inactives: at the top dose activity, negative = inhibition, most hits filed as inhibitors. T. brucei PFK, ADP-Glo luminescence;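 note: potency is the fitted concentration of half-maximal effect; 0% = uninhibited 1x PFK enzyme wells and -100% = no-enzyme wells; nearly all actives have a fitted effect of over 60% in size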
#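 PFK 1.25 nM, F6P 0.5 mM, ATP 0.1 mM, 0.1 M TEA pH 8.0, 5 mM MgCl2, 0.01% Tween20, 0.1% BSA; 45 min RT. ADP-Glo readout. qHTS titration up to 57 uM; curves fitted, compounds curve-classed.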
# ELG1 repair inh = blocks ELG1-dependent DNA repair in HEK293T cells | 330,000 tested, 2.3% active | Potency, µM (top dose mostly 46.1 µM), without a hit: at the highest dose activity change, negative = inhibition, usual class: inhibitors | HEK293T ELG1-luciferase reporter, luminescence, 16 h; DNA damage induced by 5-fluorouridine | AID 504467; note: potency is the fitted concentration of half-maximal effect; % is set by controls: 0 for no effect and ±100 for the full control effect; nearly all actives have a fitted effect of over 55% in size
#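 HEK293T cells expressing luciferase-tagged ELG1 (2,000/well) received 5-Fluorouridine plus compound or DMSO for 16 hr at 37 °C. Luciferase was read by ONE-Glo luminescence after 30 min at room temperature.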
# B2AR arrestin = beta2AR (human) beta-arrestin recruitment activity | P07550 | beta-arrestin recruitment to beta2AR, cell-based reporter | Potency, µM (highest dose often 46.1 µM), without a hit: at the top dose activation, actives largely listed as activators | 330,000 tested, 0.02% active | AID 492947;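 note: potency is the fitted concentration of half-maximal effect; 0% = DMSO controls and full agonism = EC100 isoproterenol or metaproterenol; nearly all actives have a fitted effect of over 65% in size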
# uPA generation = inhibitors of cell surface uPA generation; Potency, µM (titrated, usually from 38.3 µM), inactives show at the highest dose activity change, negative = inhibition, hits mostly inhibitors; cell surface uPA generation assay, qHTS; 330,000 tested, 0.31% active; active = well fitted inhibition curve with a large enough effect; inconclusive = small, poorly fitted or top-dose-only effect; inactive = no such curve, though single readings can be large or run the other way; tested in mouse RAW 264.7 cells; note: potency is the fitted concentration of half-maximal effect; % is set by controls: 0 for no effect and ±100 for the full control effect; nearly all actives have a fitted effect of over 55% in size
# Mito fusion act = inhibitors of mitochondrial division or activators of mitochondrial fusion. Potency, µM (highest dose often 46.1 µM), inactives show at the top dose growth rescue (activation), most hits filed as activators. AID 485298. 320,000 tested, 0.23% active. S. cerevisiae fusion-defective mutant growth rescue, CellTiterGlo 48 h;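 note: potency is the fitted concentration of half-maximal effect; % of control where 0% means no effect; nearly all actives have a fitted effect of over 45% in size; temperature-sensitive fusion mutants such as fzo1-1 at 37 °C on non-fermentable ethanol glycerol medium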
#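 S. cerevisiae fusion-defective temperature-sensitive mutants (e.g. fzo1-1, mgm1-5) grown 48 h at 37C in YPEG (ethanol/glycerol non-fermentable) medium with 23 nl compound per well; growth rescue read as CellTiterGlo luminescence.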
# TCR act = activates T cell receptor signaling; primary human leukocytes, anti-CD3, IL-2 HTRF, 48 h; Potency, µM (titrated, usually from 9.22 µM), without a hit: at the highest dose activation of IL-2 secretion, hits mostly activators; 330,000 tested, under 10 active; AID 504894; note: % of control where 0% means no effect
#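 Primary human leukocytes incubated 48 hr with anti-CD3 beads plus compound, without co-stimulation. Secreted IL-2 measured by HTRF (europium cryptate/d2 anti-IL-2 pair, 320 nm excitation, 665 nm emission).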
# An asterisk follows results filed as active; ? = inconclusive; / = not tested or not shown; [ ] = remark or other dose. Unless noted, calls come from the whole dose curve; as a rule, active = well fitted curve in the direction sought with a large enough effect; inconclusive = small, poorly fitted or top-dose-only effect, or another doubt; inactive = no such curve, though single readings can be large; an effect the other way counts as inactive or inconclusive.
SMILES,PTAP TSG101 blk,USP2a inh,Eya2 phos inh,BCR signal inh,TSHR antagonist,Tb PFK block,ELG1 repair inh,B2AR arrestin,uPA generation,Mito fusion act,TCR act
O=[N+]([O-])c1cccc(-c2cc3ccccc3[nH]2)c1,-5%,1%,-24%,2%,4,1%,?,-0.2%,-9%,24%,-13%
C[N+]1(CCOS(=O)C23CC4CC(CC(C4)C2)C3)CCOCC1 (configuration not stated),-1%,3%,23%[15.4 µM],1%,2,-2%,-5%,0.5%,-2%,0%,-1%
CCCNC(=O)c1ccccc1NC(=O)Nc1ccccc1C,5%,2%,10%,?,-5,1%,-13%,-0.1%,3%,0%,-1%
Cc1ccc(OCCNC(=O)/C=C/c2ccccc2)cc1C,-5%,-1%,4%,0%,-4,-8%,-3%,-0.7%,0%,12%,-7%[46.1 µM]
COc1ccc(NC(=O)CN2CCN(CC(=O)Nc3ccccc3Cl)CC2)c(OC)c1,1%,4%,11%,?,-13,1%,?,-0.8%,/,-1%,-5%
O=C(NOC(=O)c1cc(Br)ccc1Cl)c1cccs1,-4%,-1%,8%,-4%,-2,2%,6%,5.9%,5%,0%,1%
COc1cccc(OC)c1C(=O)OCC(=O)N(C)c1ccccc1,-1%,-1%,5%,?,5,-8%,0%,-0.1%,/,9%,0%
COc1ccccc1C(=O)NC(C)C(c1cccs1)N1CCN(C)CC1 (configuration not stated),/,-1%,-5%,-8%,35,-1%,12%,-0.5%,-5%,1%,-6%[46.1 µM]
O=C(N/N=C/c1cc(Br)c(Br)o1)c1cc2ccccc2o1,10%,2%,0%,5%,5,-15%,?,-1.7%,-3%,-4%,4%
CC(C)(C)C(=O)Nc1ccc(C(=O)N/N=C/c2ccccc2OC(=O)c2ccc(Cl)cc2Cl)cc1,-5%,-19%,-11%,5%,-7,-6%[0.46 µM],?,11%,8%,2%,-1%
COc1cc(/C=N\NC(=O)c2ccccc2F)ccc1Oc1ccc([N+](=O)[O-])cn1,-1%,-1%,-5%,?,0,-2%,-26%,-0.3%,-14%,-2%,3%
COC(=O)c1ccc(NC(=O)CSC2=NCCN2)cc1,-3%,0%,-10%,/,2,11%,-17%,3.5%,-11%,-2%,-11%[46.1 µM]
C[C@@H]1CN([C@@H](C)CO)C(=O)c2cc(NS(C)(=O)=O)ccc2O[C@H]1CN(C)Cc1ccc(Oc2ccccc2)cc1,-11%,-13%,-19%,-15%,14,0%,?,3.0%,11%,/,-48%
[O-]/C(=C(\C(=S)NCc1ccc2c(c1)OCO2)[n+]1ccccc1)c1ccc(Cl)s1,-4%,1%,13%,-2%,12,1%,-8%,0.5%,-13%,1%,1%
Cc1ccc(C(=O)NC(=S)N2CCN(C(=O)OC(C)(C)C)CC2)cc1Br,-4%,6%,-13%,6%,0,1%,?,-0.3%,4%,-4%,2%
O=C(Nc1ccccn1)c1ccc2ccccc2c1O,1%,-4%,3%,?,-11,0%,?,0.2%,-4%,-9%,8%
COc1ccc(CCNC(=O)C2CC=CCC2C(=O)O)cc1 (configuration not stated),-4%,2%,8%,2%,2,-1%,-1%,-0.2%,?,-2%,1%
Cc1ccc(OCC(=O)NC(=S)Nc2cccc(NC(=O)c3ccc(Cl)cc3Cl)c2)cc1,-2%,2%,-4%,0%,-7,0%,-13%,-0.8%,0%,-1%,-5%
O=C1CCN(Cc2ccccc2)C=C1c1ccc(Cl)cc1,-1%,2%,4%,-1%,-14,3%,5%,0.0%,-8%,/,-6%
O=C(Cc1nnc(NC(=O)c2ccccc2)s1)N/N=C/c1ccco1,1%,0%,2%,-4%,-15,6%,10%,-0.3%,2%,-15%,-3%[46.1 µM]
Cc1ccc(/C=N/Nc2ccc(C(=O)O)cc2)s1,3%,7%,13%,?,0,13%,?,-0.2%,0%,-2%,0%
CN(C)C(=O)CN1C(=O)c2cccc3cccc1c23,-4%,0%,3%,-2%,35,-5%,-4%,-0.6%,-2%,3%,/
CCCn1ncc(CN2CCC(Cc3cccc(F)c3)(C(=O)OCC)CC2)c1C,2%,0%,-11%,-6%,1,2%,-9%,0.2%,5%,-5%,-1%
CC1=NN(c2ccccc2)C(=O)/C1=C\c1cn(C)c2ccccc12,-2%,-2%,16%,7%,-2,-1%,?,-0.1%,2%,4%,-5%
CC(=O)Nc1ccc(S(=O)(=O)N(C)c2ccc(OCCOc3cccc(C)c3)cc2)cc1,-5%,2%,-23%,1%,-4,1%,?,0.6%,-3%,/,7%
CN(CC(=O)NCCc1ccc(F)cc1)Cc1cccc(Cl)c1,-2%,1%,1%,?,-1,-15%,-8%,0.2%,3%,1%,-1%
CCc1c(-c2n[nH]c(=S)n2Cc2ccccc2)csc1C,1%,2%,4%,0%,-48,-2%,10%,0.0%,2%,4%,-2%[46.1 µM]
Cc1ccc(S(=O)(=O)N(C)C)cc1NC(=O)COC(=O)COc1ccccc1[N+](=O)[O-],-1%,1%,-4%,0%,7,-1%,7%,-0.1%,2%,-1%,7%
CCOC(=O)c1[nH]c(C)c(C(=O)OC)c1C,-1%,3%,-12%,?,9,1%,?,-0.7%,0%,7%,-1%
COCC(=O)Nc1ccc(F)cc1,1%,0%,7%,?,18,-2%,5%,0.2%,-4%,-1%,-1%
COC(=O)c1oc2ccccc2c1NC(=O)c1ccccc1O,-2%,2%,8%,?,3,-2%,?,-0.4%,-8%,13%,-8%
C=C(C)CSC1=C(C#N)C(c2ccccc2Cl)CC(=O)N1 (configuration not stated),0%,4%,-8%,-1%,-5,-3%,-15%,0.1%,-2%,11%,3%
COc1ccc(CNC(=O)C[C@H]2C[C@H](C(=O)N(C(C)C)C(C)C)[C@@]3(C)c4[nH]c5ccc(Cl)cc5c4CCN3C2=O)cc1OC,-1%,-9%,-18%,?,-1,-1%,?,-0.5%,?,/,-2%[46.1 µM]
O=C(Nc1ccn(Cc2ccc(Cl)cc2)n1)c1ccccc1,-10%,-1%,4%,-1%,-5,?,?,0.0%,5%,8%,/
O=C(O)CCSc1nc2ccccc2n1CCOc1ccccc1,-8%,-2%,10%,6%,-7,1%,-11%,-0.2%,4%,1%,10%
CCOC(=O)C1CCCN(c2c(N3CCN(c4ccccn4)CC3)c(=O)c2=O)C1 (configuration not stated),-3%,1%,18%,1%,-6,-5%,-13%,0.0%,-6%,-2%,-3%
CC1COC2C(O1)N(S(C)(=O)=O)CCN2S(C)(=O)=O (configuration not stated),-1%,-1%,1%,1%,-3,7%,13%,0.3%,/,-5%,-9%
O=C(Nc1ccc(S(=O)(=O)NCC2CCCO2)cc1)C1CC(=O)N(c2ccccc2)C1 (configuration not stated),-3%,0%,15%,-1%,-2,-13%,1%,-0.2%,3%,0%,-6%
O=C(NCCc1ccc(Cl)cc1)c1ccc(=O)[nH]c1,-2%,-2%,-8%,-14%,11,-4%,15%,-0.2%,0%,-4%,2%
O=S(=O)(Nc1nc2ccccc2s1)c1cnc(Cl)c(Br)c1,3%,3%,-29%,28%,-29,-2%,?,-0.1%,-1%,9%,-3%
S=C(NCc1ccco1)N1CCOCC1,-1%,0%,9%,-4%,-1,2%,?,-0.2%,0%,3%,7%
C=CCN(CC=C)C(=O)c1cc(Cl)ccc1[N+](=O)[O-],0%,2%,8%,2%,-6,-4%,8%,-0.7%,1%,-2%,6%[46.1 µM]
O=S(=O)(Nc1ccc(Br)cc1)c1cccc(NC(=S)NCCN2CCOCC2)c1,1%,3%,5%,?,5,0%,-18%,-0.4%,2%,-1%,-3%
O=c1cc(-c2ccsc2)oc2ccc(-c3ccc4cc[nH]c4c3)cc12,2%,2%,-4%,?,-3,3%,?,-0.3%,?,/,1%
CCNc1nc(N2CCCCC2)nc(-n2nnc(C(=O)OCC)c2C)n1,-1%,0%,-5%,?,0,0%,-16%,-1.4%,1%,20%,1%
N#CCC(=O)NCCCOC(=O)Nc1ccc(Cl)c(Cl)c1,-4%,-1%,-7%,?,4,-8%,-17%,-0.5%,-4%,0%,2%
CC(C)(C)C1CCC(C(=O)OCC(=O)Nc2ccc3[nH]c(=O)[nH]c3c2)CC1 (configuration not stated),-4%,0%,-30%,0%,-6,0%,7%,0.0%,-2%,-2%,4%
